USP2a block = qHTS Assay for Inhibitors of Ubiquitin-specific Protease USP2a Using CHOP2 as the Reporter | Potency, µM (doses to about 38.3 µM), for the others: at the top dose activity change, negative = inhibition, usual class: inhibitors | USP2 core, Ub-CHOP2 coupled fluorogenic reporter, 485/531 | Ubiquitin carboxyl-terminal hydrolase 2 (Homo sapiens), O75604 | hit rate 0.01% among 330,000 | AID 463254, 2010;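 also: potency is read from the fitted curve at half-maximal effect; plate controls were DMSO wells for no effect and full inhibition by NEM control for full effect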
Target sequence (O75604 whole entry, looked up): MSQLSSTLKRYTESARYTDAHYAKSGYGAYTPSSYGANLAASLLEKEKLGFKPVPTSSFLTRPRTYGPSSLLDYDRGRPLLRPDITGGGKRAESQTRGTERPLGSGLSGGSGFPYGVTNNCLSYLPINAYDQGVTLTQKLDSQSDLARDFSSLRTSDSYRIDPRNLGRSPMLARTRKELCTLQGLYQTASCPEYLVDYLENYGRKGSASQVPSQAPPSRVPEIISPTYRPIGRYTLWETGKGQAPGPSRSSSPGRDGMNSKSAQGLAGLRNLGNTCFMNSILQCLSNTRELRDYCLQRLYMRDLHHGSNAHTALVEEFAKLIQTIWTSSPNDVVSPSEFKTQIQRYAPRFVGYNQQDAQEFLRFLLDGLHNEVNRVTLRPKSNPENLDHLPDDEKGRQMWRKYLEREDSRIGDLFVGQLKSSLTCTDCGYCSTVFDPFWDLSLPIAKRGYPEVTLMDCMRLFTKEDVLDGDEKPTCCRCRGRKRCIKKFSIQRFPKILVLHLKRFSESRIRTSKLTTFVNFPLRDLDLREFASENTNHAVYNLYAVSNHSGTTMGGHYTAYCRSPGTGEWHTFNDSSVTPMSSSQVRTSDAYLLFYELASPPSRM
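Deubiquitinase activity read as fluorescence (485/531 nm) after Ub-CHOP2 cleavage activates the enterokinase reporter on its substrate; USP2 core 10nM, Ub-CHOP2 and substrate 25nM each, 30min compound preincubation then 60min RT; data normalized to NEM, curves fitted.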
a7 integrin act = qHTS for Activators of Integrin-Mediated Alleviation for Muscular Dystrophy; alpha7betagal myoblasts, beta-gal FDG fluorescence, 48 h; hit rate 0.064% among 350,000; Potency, µM (highest dose often 38.3 µM), for inactives: at the top dose activation, hits mostly activators;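 also: potency is read from the fitted curve at half-maximal effect; 100% = response of the positive control SU9516; nearly all actives have a fitted effect of over 60% in size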
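alpha7betagal+/- myoblasts (passage 13, 250/well) treated 48 h at 37C with compounds at 1:260 dilution of DMSO stock. Lysed, then beta-galactosidase activity read as FDG fluorescence (ex 480/em 540) after 30 min, with pre-read for autofluorescence.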
TRPV1 agonist = HTS Assay for Compounds that Act as Agonists of the Vanilloid Receptor 1; Transient receptor potential cation channel subfamily V member 1 (Homo sapiens), Q8NER1; TRPV1-expressing cells, Fluo-8 calcium influx, agonist mode; activation, % at 8.33 µM; hit rate 0.19% among 320,000; in the data active = activation above about 80%; inconclusive = between about 30% and that limit; also: 0% is about no effect
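Fluo-8 calcium influx in TRPV1-expressing cells, kinetic read (ex 480/em 520 nm). Compound added and read 3 min for agonist activity, followed by capsaicin at EC20 final and 2 min further read for enhancement.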
uPA surface inh = qHTS for Inhibitors of Cell Surface uPA Generation. cell surface uPA generation assay, qHTS. Potency, µM (titrated, usually from 38.3 µM), for the others: at the top dose activity change, negative = inhibition, most hits filed as inhibitors. hit rate 0.31% among 330,000. AID 540303, 2011; active = well fitted inhibition curve with a large enough effect; inconclusive = small, poorly fitted or top-dose-only effect; inactive = no such curve, though single readings can be large or run the other way; tested in mouse RAW 264.7 cells; also: potency is read from the fitted curve at half-maximal effect; % is scaled to controls: 0 for no effect and ±100 for the full control effect; nearly all actives have a fitted effect of over 55% in size
Eya2 inh = qHTS Assay for Inhibitors of the Phosphatase Activity of Eya2; Potency, µM (doses to about 76.9 µM), inactives show at the highest dose activity, negative = inhibition, most hits filed as inhibitors; hit rate 0.006% among 330,000; recombinant Eya2, OMFP fluorescence dephosphorylation (OMFP is methylfluorescein phosphate); Protein phosphatase EYA2 (Homo sapiens), O00167; also: potency is read from the fitted curve at half-maximal effect; % is scaled to controls: 0 for no effect and ±100 for the full control effect
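Eya2 (0.2 uM) preincubated 10 min at ambient with compound, then OMFP substrate added at 50 uM; 10 min reaction in 50 mM HEPES pH 7.5, 50 mM NaCl, 5 uM MgCl2, 0.05% BSA, 1 mM DTT. Fluorescence read at Ex 485/Em 525 nm.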
p53 reactivation = qHTS assay for re-activators of p53 using a Luc reporter; hit rate 0.063% among 320,000; AID 504706, 2011; H1299 p53-A138V BP100-luciferase reporter, luminescence, 24 h; Potency, µM (top dose mostly 92.2 µM), for the others: at the top dose activity change, positive = activation, actives largely listed as activators; also: potency is read from the fitted curve at half-maximal effect; % of control where 0% means no effect; nearly all actives have a fitted effect of over 45% in size
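p53-null H1299 cells stably carrying temperature-sensitive p53-A138V and a BP100-luciferase reporter were pinned with compounds (4-point, 1:5 series) and held 24 hrs at 37 deg C. Luminescence was read 10 min after detection reagent.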
PTAP TSG101 blk = qHTS Assay for Iinhibitors of HIV-1 Budding by Blocking the Interaction of PTAP/TSG101. Potency, µM (doses to about 115 µM), for inactives: at the top dose activity change, negative = inhibition, most hits filed as inhibitors. 340,000 tested, under 10 active. AID 493005, 2010. Fluorescence polarization, FITC-PTAP peptide / Tsg101 binding; active = well fitted inhibition curve with a large enough effect in the main read-out, with a control signal flat, not every such curve was filed as active; inconclusive = small, poorly fitted or top-dose-only effect, or effect the other way, or a change in a side signal; inactive = no such curve, though single readings can be large or run the other way; also: potency is read from the fitted curve at half-maximal effect; % of control where 0% means no effect
Target sequence (Q99816 whole entry, looked up): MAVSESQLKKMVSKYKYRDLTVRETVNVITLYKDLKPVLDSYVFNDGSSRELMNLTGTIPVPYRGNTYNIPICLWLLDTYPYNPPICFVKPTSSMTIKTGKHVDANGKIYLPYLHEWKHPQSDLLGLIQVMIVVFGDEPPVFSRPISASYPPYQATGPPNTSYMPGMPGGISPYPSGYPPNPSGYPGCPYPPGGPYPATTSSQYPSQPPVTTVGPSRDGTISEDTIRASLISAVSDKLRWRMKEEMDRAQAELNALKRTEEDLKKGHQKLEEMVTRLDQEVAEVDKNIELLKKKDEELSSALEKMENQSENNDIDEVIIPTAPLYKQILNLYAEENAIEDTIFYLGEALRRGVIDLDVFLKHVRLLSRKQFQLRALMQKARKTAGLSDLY
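Compounds were pin-transferred onto Tsg101 binding domain (10 uM final) in HEPES pH 7.5 buffer, then FITC-PTAP peptide was added at 50 nM final. After 20 min at RT, polarization reported peptide displacement across a qHTS concentration series.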
B2AR arrestin = qHTS assay of beta-arrestin-biased ligands of beta2-adrenergic receptor; Beta-2 adrenergic receptor (Homo sapiens), P07550; beta-arrestin recruitment to beta2AR, cell-based reporter; Potency, µM (titrated, usually from 46.1 µM), for the others: at the highest dose activation, hits mostly activators; hit rate 0.02% among 330,000; AID 492947, 2010;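 also: potency is read from the fitted curve at half-maximal effect; 0% = DMSO controls and full agonism = EC100 isoproterenol or metaproterenol; nearly all actives have a fitted effect of over 65% in size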
ELG1 genotox = qHTS screen for small molecules that induce genotoxicity in human embryonic kidney (HEK293T) cells expressing luciferase-tagged ELG1. Potency, µM (top dose mostly 46 µM), for the others: at the top dose activity change, positive = activation, actives largely listed as activators. HEK293T ELG1-luciferase reporter, luminescence, 16 h. AID 504466, 2011. hit rate 1.3% among 330,000; also: potency is read from the fitted curve at half-maximal effect; % of control where 0% means no effect; nearly all actives have a fitted effect of over 60% in size
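Quantitative HTS format in 1536-well plates. HEK293T ELG1-luciferase reporter cells receive test compound and are incubated 16 hr at 37 °C, 5% CO2; ONE-Glo added, 30 min room temperature, then luminescence read.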
BRCA1 expr up = qHTS Assay to Identify Small Molecule Activators of BRCA1 Expression | MCF7-BRCA1-FFLuc reporter, luminescence, 48 h; response scale: scaled: vehicle 0%, 10 µM genistein 100% | Potency, µM (top dose mostly 46.1 µM), inactives show at the highest dose activation, hits mostly activators | AID 624202, 2012 | hit rate 1.1% among 380,000; also: potency is read from the fitted curve at half-maximal effect; nearly all actives have a fitted effect of over 80% in size; some results filed as inactive show a strong effect at the top dose
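First, MCF7-BRCA1-FFLuc cells (2000/well) attach for 2 h; next, compounds are pin-added and incubated 48 h at 37 °C; finally, luciferase reagent is added and luminescence read after 15 min.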
S-ASM inh = Inhibitors of Secretory Acid Sphingomyelinase (S-ASM): qHTS | AID 504937, 2011 | Potency, µM (titrated, usually from 57.5 µM), inactives show top-dose activity change, negative = inhibition, usual class: inhibitors | placental ASM, HMU-PC fluorogenic substrate, 60 min | Sphingomyelin phosphodiesterase (Homo sapiens), P17405 | hit rate 0.006% among 340,000; also: potency is read from the fitted curve at half-maximal effect
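Fluorescence read-out (Ex 386 nm, Em 447 nm) after stopping the reaction at pH 10. Enzyme: ASM from human placenta; substrate HMU-PC0, 9 uM final; 60 min, 37 °C. Compound preincubation 10 min, ambient temperature.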
Numbers without * were called inactive; ? = inconclusive; / = not tested or not shown; [ ] = dose if it differs, or a comment. Unless noted, calls follow the shape of the dose curve; as a rule, active = well fitted curve in the direction sought with a large enough effect; inconclusive = small, poorly fitted or top-dose-only effect, or another doubt; inactive = no such curve, though single readings can be large; an effect the other way counts as inactive or inconclusive.

#1 C=C(C)CN(CC)C(=O)COc1ccc(S(=O)(=O)Nc2ccc(OC)cc2)cc1
#2 COc1ccc(OCc2nnc3n2N=C(c2ccccc2)C(CC(=O)O)S3)cc1 (centres undefined)
#3 FC(F)(F)c1cnc(Oc2ccccc2-c2nnco2)c(Cl)c1
#4 COC(=O)c1cccc(C23CC4(C2)[C@H](CN(C)[C@@H]4c2ccccc2)C3c2ccc(C(F)(F)F)cc2)c1 (some centres undefined)
#5 Cc1ccc(C(=O)N/C(=C\c2ccc(Br)cc2)c2nc(=S)[nH][nH]2)cc1
#6 Cc1nc2ccc(S(=O)(=O)Nc3cccc(-c4nc5cccnc5s4)c3)cc2s1
#7 COc1cc(NC(=O)c2cccs2)c(C(=O)OCC(=O)NCc2ccccc2)cc1OC
#8 COc1ccccc1NC(=O)COc1cccc(-n2cnnn2)c1
#9 C=C(C)CNC(=S)NNC(=O)CCn1c2ccccc2c2ccccc21
#10 O=C1CNC(=S)N1CCCc1ccccc1
compound no.,1,2,3,4,5,6,7,8,9,10
USP2a block,-7%,0%,0%,0%,0%,-1%,-2%,1%,-2%,-1%
PTAP TSG101 blk,-3%,0%,-1%,1%,-9%,0%,1%,-4%,-3%,-5%
Eya2 inh,0%,-22%,27%,-7%,1%,16%,-4%,12%,5%,-9%
p53 reactivation,-5%,0%,-1%,2%,-8%,5%,2%,0%,0%,-5%
S-ASM inh,3%,1%,3%,-12%,?,-16%,13%,-3%,-5%,2%
ELG1 genotox,-7%,-8%,-4%,-4%,3%,-1%,2%,5%,1%,1%
B2AR arrestin,0.3%,-0.6%,-0.2%,-1.8%,-0.6%,-1.7%,-0.7%,-1.4%,-0.2%,-0.1%
TRPV1 agonist,27,0,12,7,/,-4,?,-2,4,5
BRCA1 expr up,-21%,21%,-38%,-21%,-16%,1%,-13%,0%,-32%,3%
a7 integrin act,8%,8%,-1%,-9%,-59%[inhibitor],11%,-1%,11%[7.66 µM],-6%,0%
uPA surface inh,10%,-1%,4%,12%,-6%,?,1%,4%,-1%,-1%

#11 C#CCOCCOCCOCCNc1nc(N2CCN(C(=O)CCCCCCCCCCNC(=O)[C@@H](CCSC)n3cc(CCO)nn3)CC2)nc(N2CCN(C(=O)CCCCCCCCCCNC(=O)[C@H](CCCN=C(N)N)n3cc(C[C@@H](C)CC)nn3)CC2)n1
#12 CCS(=O)(=O)NCCCc1ccccc1
#13 C=C(c1ccc(O)cc1)c1ccc(O)cc1
#14 COc1ccc(Cc2c(O)nc(SCC(=O)NC(C)(C)C)[nH]c2=O)cc1
#15 Cc1cccc(N2C(=O)CC(Sc3nc(C)c4c(n3)CCCC4)C2=O)c1 (centres undefined)
#16 Cc1cc(=O)[nH]c2ccc(S(=O)(=O)NCc3ccccc3)cc12
#17 Oc1ccc(Br)cc1Cn1nnc2ccccc21
#18 Cn1cc(S(=O)(=O)N2CCC(Cc3ccccc3)CC2)c(=O)n(C)c1=O
#19 COC(=O)c1c(C)oc2ccc(N(C(C)=O)S(=O)(=O)c3ccccc3)cc12
#20 COc1ccc(OCC(=O)OCC(=O)Nc2cc(S(=O)(=O)N3CCOCC3)ccc2Cl)cc1
compound no.,11,12,13,14,15,16,17,18,19,20
USP2a block,?,-1%,-1%,2%,2%,1%,-1%,-2%,0%,-1%
PTAP TSG101 blk,17%,-5%,1%,-1%,0%,0%,0%,-2%,2%,-1%
Eya2 inh,-35%,-35%,-16%,13%,15%,6%,-1%,-5%,21%,3%
p53 reactivation,-15%,-8%,10%,3%,2%,-1%,/,-2%,-1%,-4%
S-ASM inh,?,3%,-1%,1%,1%,-2%,-1%,-4%,-2%,-6%
ELG1 genotox,6%,-2%,7%,0%,-3%,?,-1%,-6%,-20%,2%
B2AR arrestin,0.2%,-0.1%,0.4%,-0.7%,-0.1%,-0.3%,-0.2%,0.1%,0.2%,-0.5%
TRPV1 agonist,6,0,-2,0,-3,-4,17,3,24,/
BRCA1 expr up,-60%,8%,-34%,-10%,1%,-9%,-1%,-22%,-68%,-24%
a7 integrin act,-28%,-1%,15%,6%,-15%[7.66 µM],5%,-8%,8%,-32%,-13%
uPA surface inh,?,0%,-9%,1%,/,3%,4%,0%,-27%,5%

#21 CCOC(=O)C1CCN(C(=O)c2cc3ccc(OC)cc3[nH]2)CC1
#22 CCC(C)NC(=O)C1c2ccccc2C(=O)N1Cc1ccc(OC)cc1OC (centres undefined)
#23 CC(=O)OCC(=O)Nc1ccc(N=Nc2ccccc2)cc1
#24 O=C(NCCOC(=O)C1COc2ccccc2O1)C1COc2ccccc2O1 (centres undefined)
#25 O=C(CN1C(=O)C2CCCCN2C(=O)c2ccccc21)N1CCCc2ccccc21 (centres undefined)
#26 C=CCSc1nnc2n(CCc3ccccc3)c(=O)c3c4c(sc3n12)COC(C)(C)C4
#27 CCCCCOC(=O)c1ccccc1C(=O)O
#28 Cn1c(SCC(=O)N/N=C/C=C/c2ccco2)nc2ccccc21
#29 Cc1cc(=O)oc2cc(NC(=S)NCc3cccnc3)ccc12
#30 CC12CN3CCN(CC(C3)/C1=N/NC(=O)Nc1ccccc1)C2
compound no.,21,22,23,24,25,26,27,28,29,30
USP2a block,1%,5%,3%,0%,0%,6%,-1%,2%,4%,2%
PTAP TSG101 blk,-5%,-3%,1%,1%,-9%,-3%,-5%,1%,-4%,1%
Eya2 inh,3%,-3%,-2%,-5%,-2%,11%,13%[15.4 µM],-7%,?,4%
p53 reactivation,?,-5%,?,-9%,4%,-1%,3%,6%,-1%,11%
S-ASM inh,-2%,4%,?,1%,2%,1%,-3%,-3%,53%[activator],1%
ELG1 genotox,8%,0%,23µM*,1%,0%,-2%,-5%,0%,?,3%
B2AR arrestin,3.1%,0.1%,-0.3%,-0.5%,-0.9%,0.4%,-1.4%,18µM*,0.1%,6.3%
TRPV1 agonist,8,8,19,-6,2,24,2,-4,-1,2
BRCA1 expr up,84%,-2%,?,3%,2%,-11%,-2%,-22%,24%,11%
a7 integrin act,-7%,27%,-17%,4%,-15%,32%,3%,-33%,23%,37%
uPA surface inh,-5%,-5%,-13%,/,-3%,1%,-1%,3%,20%,-3%

#31 COc1ccc(Cc2nnc(SCC(=O)Nc3c(C)cccc3C)[nH]c2=O)cc1
#32 CC(C)(C)c1ccc(S(=O)(=O)n2c(CN3CCOCC3)nc3ccccc32)cc1
#33 CCN1C(=O)[C@H]2[C@H]3CN=C(SCC4CC4)N3[C@@](Cc3ccccc3)(C(=O)OC)[C@H]2C1=O
#34 CN1CSC2=C(C#N)C(c3cccc(OCc4ccccc4)c3)CC(=O)N2C1 (centres undefined)
compound no.,31,32,33,34
USP2a block,0%,-11%,-1%,1%
PTAP TSG101 blk,1%,-7%,-1%,1%
Eya2 inh,-28%,-4%,-3%,-3%
p53 reactivation,-4%,-1%,-3%,?
S-ASM inh,0%,-3%,-2%,-5%
ELG1 genotox,-3%,3%,0%,8%
B2AR arrestin,-0.2%,-0.4%,-0.4%,-1.1%
TRPV1 agonist,-2,2,/,/
BRCA1 expr up,4%,0%,0%,-13%
a7 integrin act,13%,13%,37%,-21%
uPA surface inh,4%,1%,-4%,?

Filtered by structure: those above with a CF3 group (two)
#3 FC(F)(F)c1cnc(Oc2ccccc2-c2nnco2)c(Cl)c1
#4 COC(=O)c1cccc(C23CC4(C2)[C@H](CN(C)[C@@H]4c2ccccc2)C3c2ccc(C(F)(F)F)cc2)c1 (some centres undefined)
compound no.,3,4
USP2a block,0%,0%
PTAP TSG101 blk,-1%,1%
Eya2 inh,27%,-7%
p53 reactivation,-1%,2%
S-ASM inh,3%,-12%
ELG1 genotox,-4%,-4%
B2AR arrestin,-0.2%,-1.8%
TRPV1 agonist,12,7
BRCA1 expr up,-38%,-21%
a7 integrin act,-1%,-9%
uPA surface inh,4%,12%
